# Screening results: PubChem, several laboratories
# PHOSPHO1 inh – PHOSPHO1 (human) inhibition; Q8TCT1; recombinant PHOSPHO1, absorbance phosphatase assay; inhibition, % at 13.3 µM; hit rate 1.1% among 290,000; AID 1565; in the data active = inhibition above about 60%
# Target sequence (Q8TCT1 whole entry, looked up): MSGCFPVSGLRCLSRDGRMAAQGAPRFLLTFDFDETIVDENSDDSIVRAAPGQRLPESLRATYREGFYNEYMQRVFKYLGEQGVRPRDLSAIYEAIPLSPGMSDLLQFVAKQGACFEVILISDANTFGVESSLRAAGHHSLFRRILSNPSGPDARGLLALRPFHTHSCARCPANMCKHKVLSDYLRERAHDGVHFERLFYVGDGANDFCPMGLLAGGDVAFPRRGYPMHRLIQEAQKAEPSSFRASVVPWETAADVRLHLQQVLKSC
# CRFR2-BP ag – agonists of human CRF-binding protein/CRF-R2 receptor complex; hit rate 0.46% among 350,000; HEK293 CRF-R2/CRF-BP, calcium dye fluorescence (FLIPR); percent of saturating CRF peptide response; AID 588473; activation, % at 13.2 µM;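 active = activation of at least 50%, plus an integration ratio under a set limit after plate pattern correction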;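 also: plate controls were neutral control wells without compound for no effect and CRF at EC100 for full effect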
# p-CIP stab down – compounds decreasing mouse p/CIP protein stability; Q05BA5; F442A p/CIP-EGFP cells, EGFP fluorescence, 16 h; decrease of EGFP signal, % at 10 µM; hit rate 0.01% among 290,000; AID 1984;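 active = EGFP signal decrease of at least 30% at 10 µM or well 3 SD below plate mean, unless failing retest; inactive = the rest, including hits failing retest or dose response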; also: some compounds called inactive have numbers as strong as hits; many of its hits are not listed in these tables
# CRFR2-BP antag – CRF-BP/CRF-R2 complex antagonism; HEK293 CRF-R2/CRF-BP, CRF-induced calcium fluorescence; inhibition, % at 11.8 µM; hit rate 0.59% among 350,000; AID 588475;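 active = inhibition of the ligand-induced calcium signal above about 50% at the single tested concentration, limit read from the data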
# IDE cell activ – IDE (human) activation, cell-based; AID 493087; HEK cells, FAbeta-B cleavage, fluorescence polarization; 0% vehicle, 100% cell-free pure enzyme wells; hit rate 0.073% among 340,000; activation, % at 5.96 µM;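 active = activation above the mean of all tested compounds plus 3 SD, set per screening campaign, cut at about 17% in these data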
# M4 PAM – positive allosteric modulators of human muscarinic M4 receptor | CHO-K1 hM4/Gqi5, Fluo-8 calcium fluorescence, ACh EC20; 0% = ACh EC20, 100% = maximal ACh | activation, % at 3 µM | hit rate 0.4% among 360,000 | AID 624126;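 active = activation above its plate's cutoff, the mean activation of sample wells plus 3 SD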; also: some results filed as inactive read as strong as hits
# Target sequence (P08173 whole entry, looked up): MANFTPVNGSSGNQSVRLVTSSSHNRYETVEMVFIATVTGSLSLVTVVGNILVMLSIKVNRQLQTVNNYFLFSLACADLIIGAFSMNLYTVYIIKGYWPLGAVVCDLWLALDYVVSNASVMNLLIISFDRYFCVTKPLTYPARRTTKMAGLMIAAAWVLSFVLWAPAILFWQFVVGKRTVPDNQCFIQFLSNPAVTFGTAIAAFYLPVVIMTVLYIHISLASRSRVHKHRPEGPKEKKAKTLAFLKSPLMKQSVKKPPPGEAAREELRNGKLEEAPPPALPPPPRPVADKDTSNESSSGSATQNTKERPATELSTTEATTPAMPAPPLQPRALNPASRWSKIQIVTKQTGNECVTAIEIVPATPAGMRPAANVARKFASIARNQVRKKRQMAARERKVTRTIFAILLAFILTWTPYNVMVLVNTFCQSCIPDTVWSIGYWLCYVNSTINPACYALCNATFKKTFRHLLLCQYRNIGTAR
# MEKK3 PB1 HTS – raises or lowers MEK5 binding to the human MEKK3 PB1 domain. Q99759. bead-based flow cytometry, Alexa488-MEK5 binding to MEKK3; actives lie on both sides; 0 = blocked by unlabeled MEK5, 100 = vehicle. binding response (% of control), % at 10 µM. hit rate 1.4% among 290,000. AID 1529;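 active = binding response more than 3 SD above or below the average of its plate-row segment, actives on both sides; inconclusive = wells at one plate position flagged as instrument error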;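 also: Alexa488 bead fluorescence after subtracting the streptavidin-only scavenger bead signal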
# GalR3 antag – blocks the human galanin receptor 3 | O60755 | HEK293 GalR3-CNG cAMP membrane potential fluorescence; galR3 body fused to GalR1 C-terminus | inhibition, % at 3 µM | hit rate 0.44% among 360,000 | AID 651719;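 active = inhibition above the screen-wide average plus 3 SD, cut at about 13% in these data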;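 also: forskolin and galanin both at EC90 stimulate the cells; cAMP rise reported by CNG channel membrane potential dye signal; 0% = forskolin plus galanin with DMSO and 100% = forskolin alone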
# IDE cell inh – inhibitors of human insulin-degrading enzyme in cells; inhibition, % at 5.59 µM; hit rate 0.41% among 320,000; AID 434962; HEK cells, FAbetaB cleavage, fluorescence polarization;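 active = percent inhibition above the average of all tested compounds plus 3 SD, set per screening campaign, cut at about 16% in these data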;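 also: IDE supplied by intact live HEK cells; FP after avidin binding of uncleaved biotin substrate so inhibition keeps polarization high; 0% = DMSO wells and 100% = 60 µM reference IDE inhibitor Ii1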
# * hit, by the source's call; ? = inconclusive; / = no result given; & = joins results of further samples.
# Sample of the layout, 13 compounds:
SMILES,PHOSPHO1 inh,CRFR2-BP ag,p-CIP stab down,CRFR2-BP antag,IDE cell activ,M4 PAM,MEKK3 PB1 HTS,GalR3 antag,IDE cell inh
CC(Sc1nncs1)C(=O)Nc1ccc2c(c1)OCO2 (stereo unspecified),36,0.6,-1,10,-3,15,96,0,-7
O=[N+]([O-])c1ccc(CS(=O)(=O)N2CCN(c3ccccc3)CC2)cc1,19,-0.4,-3,-4,-2,3,105,-8,2
CCN(CC)S(=O)(=O)c1ccc(C(=O)Nc2ccc3c(c2)OCO3)cc1,-110,-1.1,10,-3,1,6,102,-6,0
CC1(C)Cc2c(sc(NC(=O)c3ccc4c(c3)OCCO4)c2C(N)=O)C(C)(C)N1,27,-1.5,-4,-11,0,1,109,-4,-1
Cc1cc(NS(=O)(=O)c2ccc(NC(=O)Cc3ccc([N+](=O)[O-])cc3)cc2)nc(C)n1,/,-2.0,/,-14,2,-7,/,-5,0
CCN(CC)CCNc1cccc2sc3ccccc3c(=O)c12,/,8.0,/,-15,/,4,/,-4,/
CNC(=O)NC(=O)COC(=O)CCCSc1nc2ccccc2s1,0,-2.9,8,-2,-6,2,88,-4,-1
CCCCCc1nnc(NC(=O)Cc2cccs2)s1,22,0.9,-10,-32,1,1,100,-6,6
CC(=O)NC(Cc1c[nH]c2ccccc12)C(=O)NCCc1ccccc1 (stereo unspecified),30,0.3,2,8,4,3,104,-1,3
CCC(=O)N1CCc2cc(S(=O)(=O)N3CCc4ccccc43)ccc21,15,6.4,-3,10,3,-1,/,-5,7
O=S(=O)(Nc1nc2ccccc2s1)c1cc(F)ccc1F,48,-1.1,16,24,6,1,102,1,1
O=C(CCNS(=O)(=O)c1cccc2nonc12)NC1CCCCCC1,-1,1.4,0,5,-5,-7,/,-3,4
CCOc1ccc(NC(=O)COC(=O)CC2CC3CCC2C3)cc1 (stereo unspecified),/,-1.0,/,3,-3,0,/,-6,2

# The list itself, repeating the preview:
SMILES,PHOSPHO1 inh,CRFR2-BP ag,p-CIP stab down,CRFR2-BP antag,IDE cell activ,M4 PAM,MEKK3 PB1 HTS,GalR3 antag,IDE cell inh
CC(Sc1nncs1)C(=O)Nc1ccc2c(c1)OCO2 (stereo unspecified),36,0.6,-1,10,-3,15,96,0,-7
O=[N+]([O-])c1ccc(CS(=O)(=O)N2CCN(c3ccccc3)CC2)cc1,19,-0.4,-3,-4,-2,3,105,-8,2
CCN(CC)S(=O)(=O)c1ccc(C(=O)Nc2ccc3c(c2)OCO3)cc1,-110,-1.1,10,-3,1,6,102,-6,0
CC1(C)Cc2c(sc(NC(=O)c3ccc4c(c3)OCCO4)c2C(N)=O)C(C)(C)N1,27,-1.5,-4,-11,0,1,109,-4,-1
Cc1cc(NS(=O)(=O)c2ccc(NC(=O)Cc3ccc([N+](=O)[O-])cc3)cc2)nc(C)n1,/,-2.0,/,-14,2,-7,/,-5,0
CCN(CC)CCNc1cccc2sc3ccccc3c(=O)c12,/,8.0,/,-15,/,4,/,-4,/
CNC(=O)NC(=O)COC(=O)CCCSc1nc2ccccc2s1,0,-2.9,8,-2,-6,2,88,-4,-1
CCCCCc1nnc(NC(=O)Cc2cccs2)s1,22,0.9,-10,-32,1,1,100,-6,6
CC(=O)NC(Cc1c[nH]c2ccccc12)C(=O)NCCc1ccccc1 (stereo unspecified),30,0.3,2,8,4,3,104,-1,3
CCC(=O)N1CCc2cc(S(=O)(=O)N3CCc4ccccc43)ccc21,15,6.4,-3,10,3,-1,/,-5,7
O=S(=O)(Nc1nc2ccccc2s1)c1cc(F)ccc1F,48,-1.1,16,24,6,1,102,1,1
O=C(CCNS(=O)(=O)c1cccc2nonc12)NC1CCCCCC1,-1,1.4,0,5,-5,-7,/,-3,4
CCOc1ccc(NC(=O)COC(=O)CC2CC3CCC2C3)cc1 (stereo unspecified),/,-1.0,/,3,-3,0,/,-6,2
N/C(Cc1ccc(Cl)cc1)=N\OC(=O)c1ccccc1,1,0.1,-1,6,1,-3,99,-4,0
COc1ccc(-n2c(COc3cccc4ccccc34)nnc2SCC(=O)NCc2ccco2)cc1,52,2.8,-2,3,2,-2,?,-6,-4
CC(C(Sc1ccccc1N)c1ccccc1)[N+](=O)[O-] (stereo unspecified),53,-1.3,-3,-15,-5,-4,85,-6,3
CC[C@H](C)[C@@H]1NC(=O)[C@H]([C@@H](C)CC)NC(=O)[C@@H](CC(C)C)NC(=O)[C@H](Cc2ccccc2)NC(=O)[C@H](Cc2ccccc2)NC(=O)[C@@H]2CCCN2C(=O)[C@@H]2CCCN2C(=O)[C@H](C(C)C)NC(=O)[C@H](CC(C)C)NC1=O,/,3.5,/,-5,1,-2,/,-6,-9
CN1CCc2cccc3c2[C@H]1Cc1ccc(O)c(O)c1-3,-6,1.1&-1.6&2.5,-12,-53&0&-28,-21&-7&-24,-19&-4&-4,88,-3,2&7&-1
S=C(NCCCc1ccccc1)Nc1ccccc1,13,-0.2,-7,9,-4,-4,100,0,/
CCN(CC)CCCN(C(=O)c1ccc(Br)cc1)c1nc(-c2ccc(OC)cc2)cs1,3,0.6,13,-16,4,46*,100,-9,6

# Reprinted at random: 2 entries already listed.
SMILES,PHOSPHO1 inh,CRFR2-BP ag,p-CIP stab down,CRFR2-BP antag,IDE cell activ,M4 PAM,MEKK3 PB1 HTS,GalR3 antag,IDE cell inh
CCOc1ccc(NC(=O)COC(=O)CC2CC3CCC2C3)cc1 (stereo unspecified),/,-1.0,/,3,-3,0,/,-6,2
CCN(CC)CCCN(C(=O)c1ccc(Br)cc1)c1nc(-c2ccc(OC)cc2)cs1,3,0.6,13,-16,4,46*,100,-9,6

# Further results:
SMILES,PHOSPHO1 inh,CRFR2-BP ag,p-CIP stab down,CRFR2-BP antag,IDE cell activ,M4 PAM,MEKK3 PB1 HTS,GalR3 antag,IDE cell inh
Cc1ccc2nc3c(cc2c1)c(NC(=O)C(C)(C)C)nn3CC(C)C,/,5.4,-7,-26,5,-5,98,-10,3
Cc1c(CC(=O)NCC(=O)NCC(=O)O)c(=O)oc2cc3oc4c(c3cc12)CCCC4,19,-0.7,10,-1,2,0,107,-8,5
COCCNC(=O)c1ccccc1NC(=O)Cc1ccccc1[N+](=O)[O-],1,-0.1,-2,7,7,1,98,-6,-2
COc1ccc(C(=O)NCC(c2cccnc2)N2CCN(c3ccc(F)cc3)CC2)cc1OC (stereo unspecified),-12,-1.7,-8,-3,-5,-2,97,/,3
CCN(CC)c1ccc(/C=C(/C#N)C(=O)NC(C)C)o1,32,40,-76,-27,-32,5,95,13*,27*
Cc1noc(C)c1S(=O)(=O)N(CC(=O)NC1CCC(C)CC1)c1ccc(C(C)C)cc1 (stereo unspecified),28,3.7,-19,-15,-2,7,98,-8,7
O=C1CCc2cc(S(=O)(=O)NCc3ccc(F)cc3)cc3c2N1CC3,/,0.6,/,-7,-3,3,/,1,/
CCCCn1c(N)c(N(CCOC)C(=O)C2CC(=O)N(Cc3ccc(C)cc3)C2)c(=O)[nH]c1=O (stereo unspecified),/,1.0,/,-2,-3,6,/,1,5
Cc1cc(NS(=O)(=O)c2ccccc2)cc(Cl)c1O,11,-3.8,-2,-5,6,9,98,-6,6
COc1cc(NC2c3ccccc3C(=O)N2Cc2ccc3c(c2)OCO3)cc(OC)c1 (stereo unspecified),32,0.1,-12,-4,-4,1,100,-6,6
C=CCc1ccccc1OCC(O)CN1CCN(Cc2ccc3c(c2)OCO3)CC1 (stereo unspecified),-7&17,-1.9&-2.3,-10&5,16&-13,0&2,-7&-2,108&104,-3&-11,7&-2
CCN(Cc1ccccc1)c1c(C(=O)O)cnc2c1cnn2C,-31,1.0,-6,-10,/,9,97,-3,-2
O=C(NCc1ccc(F)cc1)c1cccc(NC2=NC3CS(=O)(=O)CC3S2)c1 (stereo unspecified),39,-1.4,0,-16,-1,6,104,/,7
O=C(COC(=O)c1ccccc1NS(=O)(=O)c1ccc(Cl)cc1)NCc1ccccc1,10,4.0,2,18,3,21*,105,1,-3
N/C(=N\OC(=O)CCC1CCCC1)c1cccc([N+](=O)[O-])c1,-2,-0.4,-8,-9,6,7,108,-3,0
CCN(CC)c1ccc(NC(=O)COC(=O)CSc2ccc(Br)cc2C)cc1,12,-0.8,0,-9,9,5,94,1,4
COC(=O)c1cc(C(=O)OCC(=O)NNC(=O)c2cccs2)cc([N+](=O)[O-])c1,/,0.4,/,-10,0,4,/,-3,2
CC(=O)Nc1cccc(C(=O)OCC(=O)NCc2cc(C)c(O)c(C)c2)c1,/,1.9,/,-4,2,3,/,-3,-1
CCC(C)NC(=O)Cc1c(C)c2cc3c(cc2oc1=O)OC(C)(C)CC3 (stereo unspecified),34,-0.3,-5,-7,1,0,104,-9,0
Cc1cccc2c1N(CCOc1ccccc1)C(=O)C2=O,49,-5.0,-1,6,2,-2,103,6,-5
O=C(CCc1nnc(CCCCc2ccccc2)o1)NCCC1CCCCO1 (stereo unspecified),1,0.3,-2,12,5,-1,92,4,0
CCc1ccc(OCC(=O)NC(NC(=S)Nc2ccccc2)C(Cl)(Cl)Cl)cc1 (stereo unspecified),-19,2.3,4,10,0,-4,117,-10,2
O=C(c1ncc[nH]1)c1ccccc1C(=O)N1CCOCC1,-4,1.6,-4,-10,-6,10,104,-3,0
N#Cc1c(F)cccc1NCc1cccnc1,48,-1.1,-11,-6,-1,-1,107,-10,0
Cc1ccc2[nH]c3c(c2c1)CC/C(=C/c1ccccc1)C3=O,1,-0.5,-1,-24,-2,11,104,-1,-2
O=C1CCCN1CCCNc1ncnc2c1[nH]c1ccccc12,16,8.7,-6,15,-3,2,81,-5,5
Cc1nn(-c2ccccc2)c(C)c1-c1cc(C(=O)N/N=C/c2cccnc2)[nH]n1,-18,/,-2,/,/,/,117,-7,-1
Cc1cccc(NC(=O)CNC(=O)c2cccs2)n1,/,0.8,/,-2,3,8,/,0,-3
COc1ccc(S(=O)(=O)N2CCCCCC2)cc1C(=O)OCC(=O)NCC(C)C,9,-1.7,-5,-8,0,12,95,-1,-3
